# LDHA inh = blocks human lactate dehydrogenase A; purified LDHA, NADH/diaphorase-resazurin fluorescence; stronger effect = lower value; activity change, % (values are at about 110 or 230 µM); 480,000 compounds, 0.15% hits; in the data active means activity change below about -30%; inconclusive means mostly about -25% to -30%;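 further: plate controls were DMSO wells for no effect and wells without enzyme for full effect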
#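 Remaining NADH was detected by diaphorase (0.133 mg/mL) converting 37 µM resazurin to fluorescent resorufin, read at 0 and 20 minutes. The preceding 5-minute room-temperature reaction used 2 nM LDHA, 0.2 mM sodium pyruvate and 0.06 mM NADH at pH 7.4.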
# Vif-A3F inh = Vif-A3F binding inhibition | Potency, µM (series often up to 46.1 µM), for inactives: top-dose activity, negative = active | AID 602313 | 390,000 compounds, 0.2% hits | HeLa A3F-eYFP + Vif (tagged APOBEC3F with the HIV-1 protein that degrades it), YFP fluorescence increase; further: potency means the concentration at half of the fitted maximal effect; % of control where 0% means no effect; nearly all actives have a fitted effect of over 65% in size
#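 Fluorescence increase (Ex 488/Em 500-530) after overnight compound treatment at 37 deg C flags inhibition of Vif-driven A3F-eYFP loss in stable HeLa A3F-eYFP/Vif cells seeded overnight beforehand.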
# rTrxR1 inhibitor = rat TrxR1 inhibition; O89049; recombinant rTrxR1, NADPH fluorescence consumption, selenite substrate; Potency, µM (series often up to 114 µM), for the others: top-dose activity change, negative = inhibition, hits mostly inhibitors; 390,000 compounds, 1% hits; further: potency means the concentration at half of the fitted maximal effect; on the % scale 0 is the no-effect control and ±100 the full control effect; nearly all actives have a fitted effect of over 65% in size
# Target sequence (O89049 whole entry, looked up): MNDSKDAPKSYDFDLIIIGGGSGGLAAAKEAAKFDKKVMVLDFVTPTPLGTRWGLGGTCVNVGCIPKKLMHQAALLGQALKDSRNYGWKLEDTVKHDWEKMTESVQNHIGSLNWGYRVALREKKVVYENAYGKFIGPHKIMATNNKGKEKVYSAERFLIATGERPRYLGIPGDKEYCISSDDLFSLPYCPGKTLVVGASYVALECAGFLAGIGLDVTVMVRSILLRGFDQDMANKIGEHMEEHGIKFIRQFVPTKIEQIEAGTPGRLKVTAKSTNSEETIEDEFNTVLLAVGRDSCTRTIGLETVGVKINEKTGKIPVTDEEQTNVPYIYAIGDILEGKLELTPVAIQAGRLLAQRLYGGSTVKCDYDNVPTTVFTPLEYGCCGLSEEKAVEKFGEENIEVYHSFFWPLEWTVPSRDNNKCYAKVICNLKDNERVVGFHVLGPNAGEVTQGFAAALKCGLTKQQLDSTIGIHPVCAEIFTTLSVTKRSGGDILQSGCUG
#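 Rat TrxR1 (90 nM in the dispensed reagent) was pre-reduced with 400 uM NADPH for 5 min at room temperature, then incubated with compound for 15 min. After 400 uM selenite was added, NADPH fluorescence (Ex 340/Em 450 nm) was followed for 8 min.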
# RGS4 inh = blocks human RGS4-accelerated GTP hydrolysis; P49798; Transcreener GDP fluorescence polarization, RGS4-accelerated GTP hydrolysis; Potency, µM (highest dose often 114 µM), inactives show top-dose activity change, negative = inhibition, most hits filed as inhibitors; 390,000 compounds, 0.039% hits; AID 504845; further: potency means the concentration at half of the fitted maximal effect; on the % scale 0 is the no-effect control and ±100 the full control effect; nearly all actives have a fitted effect of over 75% in size; some results filed as inactive show a strong effect at the top dose
# Target sequence (P49798 whole entry, looked up): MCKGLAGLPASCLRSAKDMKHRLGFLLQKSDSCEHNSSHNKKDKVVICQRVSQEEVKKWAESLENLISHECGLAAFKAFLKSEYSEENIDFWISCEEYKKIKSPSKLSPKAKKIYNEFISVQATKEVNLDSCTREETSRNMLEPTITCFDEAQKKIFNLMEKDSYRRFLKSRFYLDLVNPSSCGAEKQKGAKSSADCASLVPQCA
#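 MLSMR compounds (23 nl, pin-transferred) preincubated 10 min at room temperature with a 500nM (2x) first reagent, then RGS4 at 900nM (2x) plus Transcreener GDP mix added; fluorescence polarization (620/688 nm) read before and after 90 min at 30 °C.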
# Vif-A3G inh = inhibitors of Vif-APOBEC3G interaction; Q9HC16; HeLa A3G-eYFP + Vif (tagged APOBEC3G with the HIV-1 protein that degrades it), YFP fluorescence, overnight; Potency, µM (highest dose often 46.1 µM), for the others: at the top dose activity, negative = active, actives largely listed as inhibitors; 410,000 compounds, 0.076% hits; AID 602310;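 further: potency means the concentration at half of the fitted maximal effect; on the % scale 0 is the no-effect control and ±100 the full control effect; nearly all actives have a fitted effect of over 60% in size; hits raise eYFP signal because A3G escapes Vif-driven loss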
# Target sequence (Q9HC16 whole entry, looked up): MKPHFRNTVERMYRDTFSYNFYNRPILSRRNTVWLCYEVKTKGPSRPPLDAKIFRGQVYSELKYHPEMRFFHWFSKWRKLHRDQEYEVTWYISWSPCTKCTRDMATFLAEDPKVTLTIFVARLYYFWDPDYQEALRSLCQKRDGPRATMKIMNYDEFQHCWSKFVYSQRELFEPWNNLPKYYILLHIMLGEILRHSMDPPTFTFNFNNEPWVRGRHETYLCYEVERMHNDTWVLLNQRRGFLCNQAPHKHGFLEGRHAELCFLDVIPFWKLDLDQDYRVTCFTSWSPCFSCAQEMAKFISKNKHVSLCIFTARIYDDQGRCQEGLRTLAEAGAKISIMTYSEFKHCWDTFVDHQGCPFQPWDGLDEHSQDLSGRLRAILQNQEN
#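 Read-out is eYFP fluorescence (Ex 488/Em 500-530) from Vif-expressing HeLa A3G-eYFP cells; more signal means A3G escaped Vif-mediated degradation. Cells plated overnight, compound pinned in, incubated overnight at 37 deg C.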
# IDH1 R132H inh = human IDH1 R132H inhibition | O75874 | IDH1-R132H enzyme, NADPH consumption, diaphorase/resazurin fluorescence | Potency, µM (top dose mostly 76.6 µM), without a hit: top-dose activity change, negative = inhibition, hits mostly inhibitors | 390,000 compounds, 0.093% hits | AID 602179; further: potency means the concentration at half of the fitted maximal effect; on the % scale 0 is the no-effect control and ±100 the full control effect; nearly all actives have a fitted effect of over 65% in size
#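 IDH1-R132H (0.5 ug/mL dispensed) in pH 7.5 Tris buffer was preincubated 30 min with compound, then given a substrate mix of 0.016 mM NADPH and 2 mM alpha-KG for 80 min at room temperature; remaining NADPH was read by diaphorase/resazurin fluorescence.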
# Glioma ERSR ind = ER stress response induction in glioma; U87-MG GRP78 promoter luciferase reporter, 16 h; Potency, µM, without a hit: top-dose activation, usual class: activators; 420,000 compounds, 0.02% hits; AID 602332; further: potency means the concentration at half of the fitted maximal effect; series mostly up to about 76 µM; % of control where 0% means no effect; nearly all actives have a fitted effect of over 35% in size
#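 Stably transfected U87-MG human glioma cells carrying a GRP78-based luminescent sensor were seeded at 1000 cells/well, pin-dosed with compounds and incubated 16 h. Luciferase reagent was then added, and end-point luminescence was read after 10 min at room temperature.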
# TrxR1 substrate = substrates of rat thioredoxin reductase 1. 390,000 compounds, 0.01% hits. Potency, µM (doses to about 114 µM), for the others: top-dose activity change, negative = substrate turnover. O89049. purified TrxR1 substrate turnover, NADPH consumption readout. AID 588456; further: potency means the concentration at half of the fitted maximal effect; on the % scale 0 is the no-effect control and ±100 the full control effect; nearly all actives have a fitted effect of over 50% in size
#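 Rat TrxR1, dispensed at 90 nM, was prereduced with 400 uM NADPH (final) for 5 min at ~22 deg C, then incubated with compound 15 min before 400 uM selenite. A first-read NADPH fluorescence drop versus no-compound background flagged substrates.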
# USP1-UAF1 inh = USP1/UAF1 (human) deubiquitinase inhibition; O94782; recombinant USP1/UAF1, Ub-Rhodamine cleavage fluorescence; Potency, µM (titrated, usually from 57.1 µM), for inactives: top-dose activity change, negative = inhibition, usual class: inhibitors; 390,000 compounds, 0.23% hits; AID 743255; further: potency means the concentration at half of the fitted maximal effect; on the % scale 0 is the no-effect control and ±100 the full control effect; nearly all actives have a fitted effect of over 60% in size; inactives centre near -12
#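 Step one: compound is pinned into 1nM USP1/UAF1 in HEPES pH 7.8 buffer with TCEP. Step two: 15 min room-temperature incubation. Step three: Ub-Rho (150nM final) starts cleavage, tracked by fluorescence over six one-minute reads.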
# Starred values were filed as active, the others as inactive; u = inconclusive; x = no result given; [ ] = dose if it differs, or a comment. Unless noted, the call rests on the fitted dose curve; in most records, active means well fitted curve in the direction sought with a large enough effect; inconclusive means small, poorly fitted or top-dose-only effect, or another doubt; inactive means no such curve, though single readings can be large; an effect the other way counts as inactive or inconclusive.
Molecule	LDHA inh	Vif-A3F inh	rTrxR1 inhibitor	RGS4 inh	Vif-A3G inh	IDH1 R132H inh	Glioma ERSR ind	TrxR1 substrate	USP1-UAF1 inh
O=C(NCc1cccs1)C1CCN(c2ccc(S(=O)(=O)N3CCOCC3)cc2Cl)CC1	2	-15%	-3%	5%	u	1%	-3%	-2%	-7%
Cc1ccc(C)c(N2CCN(S(=O)(=O)c3ccc(C(=O)N(C)C)s3)CC2)c1	-1	6%	4%[57.1 µM]	-15%	8%	10%	-1%	-5%[57.1 µM]	-12%
CC(C)CCN1CCC(n2nccc2NC(=O)c2ccc3c(c2)OCO3)CC1	-2	-26%	15%	-4%	-6%	22%	-6%	4%	-26%
CCOc1ccc(-c2nc3c(c(SCC(=O)Nc4ccccc4C)n2)Cc2ccccc2O3)cc1	-12	-9%	14%	16%	4%	13%	-5%	-2%	-4%
C=CCOC(=O)C1=C[C@@H](c2coc3ccccc3c2=O)C[C@@H](OCc2ccc(CO)cc2)O1	-16	1%	1%	10%	2%	-20%	1%	-2%	-12%
CN1C(=O)C(C)(C)c2cc(S(=O)(=O)N3CCCC3C(=O)NCc3ccc(F)cc3)ccc21 (stereo not drawn)	-2	4%	20%	-1%	2%	9%	-1%	6%	-26%
N#CC1=C(N)OC2=C(C(=O)CCC2)C12CCN(C(=O)OCc1ccccc1)CC2	-7	-1%	10%[57.1 µM]	10%[11.4 µM]	-1%	-1%	0%	8%[57.1 µM]	u
c1ccc2[nH]c(-c3nc4ccccc4[nH]3)nc2c1	-6	-20%	13%[57.1 µM]	-7%	-16%	8%	7%	64%[activator]	-18%
Oc1ccc(/C=N/Nc2cc(N3CCCC3)nc(N3CCCC3)n2)cc1O	27	2%	-21%	-12%	2%	2%	-4%	-13%	-22%
COc1ccc(C)cc1NC(=O)C(OC(=O)c1cccc(S(=O)(=O)N(C)c2ccccc2)c1)c1ccccc1 (stereo not drawn)	2	2%	-7%	-8%	0%	3%	-2%	-12%	-7%
CCOC(=O)c1ccccc1NC(=O)N1CCN(Cc2cc(=O)n3nc(-c4ccccc4)sc3n2)CC1	1	-5%	12%[57.1 µM]	-7%	4%	11%	4%	1%[57.1 µM]	-22%
CCOc1ccc(NC(=O)NC(C)c2c(-n3cccc3)sc(C)c2C)cc1 (stereo not drawn)	1	x	16%	11%	x	x	x	0%	-31%
O=C(CSc1nncn1-c1ccccc1)NC1CCCCC1	-2	-3%	12%	-37%[56.9 µM]	9%	8%	6%	2%	-19%
COc1ccc(NC(=O)Cn2c(=O)n(-c3ccccc3)c(=O)c3ccc(C(=O)NCc4ccc5c(c4)OCO5)cc32)cc1	-6	-7%	8%	-15%	-11%	35%[activator]	-3%	10%	-10%
COC(=O)c1cc2nc(-c3ccc(C)cc3)cc(C(F)(F)F)n2n1	-12	3%	10%[57.1 µM]	5%	1%	-13%	1%	10%	-9%
Cc1ccc(NCN2C(=O)c3ccccc3C2=O)c(C)c1	2	12%	7%[57.1 µM]	-25%	0%	-4%	-1%	6%[57.1 µM]	5%
CN1C(C(=O)c2ccccc2)=C(NC(=O)c2ccc(F)cc2)c2ccccc2S1(=O)=O	0	-11%	-1%	-6%	4%	9%	-2%	-3%	-25%
Cn1cc(Cl)c(/C(N)=N/OC(=O)c2ccccc2C(F)(F)F)n1	-10	-18%	31%	24%	2%	-2%	6%	3%	-6%
CC(=O)N1c2ccc(S(=O)(=O)NCC3CCC(C(=O)N4CCCCC4)CC3)cc2CC1C (stereo not drawn)	-2	1%	5%	5%	2%	9%	-2%	-10%	-5%
O=C(c1ccccc1[N+](=O)[O-])n1cnc2ccccc21	-7	0%	5%[57.1 µM]	13%	-3%	-2%	-2%	7%[57.1 µM]	-14%
O=S(=O)(c1ccc(Cl)cc1)N(CCCN1CCOCC1)Cc1cccs1	-18	-29%	8%	7%[56.9 µM]	0%	-2%	0%	7%	-23%
CCOc1ccc(C(=O)Nc2ccc3c(c2)OCO3)cc1OCC	2	0%	-29%	-22%	3%	5%	1%	-7%	1%
COc1cc(C)ccc1OCc1cc(C(=O)N2CCCCCCC2)no1	10	2%	-10%	-24%	1%	8%	4%	-3%	-11%
CC(C)Cn1c(N)c(C(=O)COC(=O)C2=COCCO2)c(=O)n(C)c1=O	-9	-4%	-9%	11%[11.4 µM]	1%	3%	-3%	-8%	-3%
CCOc1ccc(/C=C/C(=O)N(CC)CC(=O)Nc2c(F)cccc2F)cc1OC	-8	-6%	x	x	-8%	3%	-3%	x	-27%
O=C(COc1cccc(Br)c1)NN=C1c2ccccc2-c2ccccc21	-7	-8%	-4%	-14%	-5%	-6%	2%	-3%	-16%
COC(=O)c1ccc2c(c1)N(CC(=O)Nc1ccc(OC)c(Cl)c1)C(=O)c1ccccc1S2	-6	5%	-12%[57.1 µM]	1%	-2%	-3%	-3%	-10%[57.1 µM]	-8%
O=S(=O)(Nc1ncnc2sccc12)c1cccc(F)c1	-11	u	-3%[57.1 µM]	-1%	-7%	7%	-5%	3%[57.1 µM]	-1%
O=C(C[n+]1ccccc1Cl)c1cccc([N+](=O)[O-])c1	x	x	-15%	x	1%	x	-3%	-4%	x
CCS(=O)(=O)Nc1ccc2c(c1)N(C(C)=O)c1ccccc1CC2	-3	6%	8%	21%	0%	5%	-6%	-4%[57.1 µM]	-21%
O=C(CN(Cc1ccco1)C(=O)c1ccc(Cl)cc1)Nc1ccc(Cl)c(Cl)c1	-3	-10%	-11%	-29%	-2%	9%	-5%	-9%	-12%
CN1CCN(c2ccccc2NC(=O)Cn2ncc3c([nH]c4ccccc43)c2=O)CC1	-4	-5%	11%	-53%	-1%	2%	-6%	6%	-18%
COC(=O)c1sccc1NC(=O)CC1C(=O)NCCN1C(=O)c1ccc(N(C)C)cc1 (stereo not drawn)	4	-2%	6%[57.1 µM]	-18%	-2%	4%	-1%	3%[57.1 µM]	-13%
O=[N+]([O-])c1ccc(NN=CCCc2ccccc2)nc1	-3	2%	3%[57.1 µM]	0%	4%	1%	6%	3%[57.1 µM]	-13%
COC(=O)c1ccc(NC(=O)CNC(=O)C2CCCCC2)c(C)c1	-4	3%	32%	-11%	1%	5%	-4%	14%	-8%
CCCn1c(=O)c(C(=O)NCc2ccccc2OC)c(O)c2ccccc21	-5	6%	13%	4%	-2%	-2%	-2%	7%[11.4 µM]	-15%
O=C(NC(=S)NN1CCOCC1)c1cc(Br)ccc1Cl	-2	-4%	10%	-25%	-3%	1%	-4%	-2%	-15%
COC(=O)c1ccc(/C=C/C(=O)OCC(=O)c2ccc[nH]2)cc1	2	0%	1%	-4%	-1%	-3%	-4%	0%	u
COc1ccc(C(=O)COC(=O)C2COc3ccccc3O2)cc1F (stereo not drawn)	-5	-12%	12%	-3%	3%	-7%	-5%	-8%	-12%
O=C(Nc1ccc2c(c1)OCCO2)c1ccccc1	-6	8%	13%	11%	0%	11%	-11%	9%[57.1 µM]	-2%
O=C(Nc1cccc(-n2cnnn2)c1)c1cccnc1	-5	-1%	20%	8%	3%	-3%	-4%	1%	-14%
CCOC(=O)NC(=S)Nc1cccc(C)n1	-1	-5%	x	x	-4%	2%	0%	x	u
CCCCOc1ccc(C2(C)NC(=O)N(C)C2=O)cc1 (stereo not drawn)	0	2%	14%	-13%	1%	-5%	-5%	-5%	-8%
O=C(COC(=O)CCS(=O)(=O)c1ccc(Cl)cc1)NCCc1ccccc1	-5	11%	-9%	-2%	-6%	8%	-2%	-3%	-13%
CSC(=NC#N)N1CCN(C(=NC#N)SC)CC1	-4	-7%	3%[57.1 µM]	9%	0%	3%	-2%	-2%[57.1 µM]	-13%
O=C(c1ccc([N+](=O)[O-])o1)N1CCc2ccccc2C1	0	2%	u	-17%	-21%	12%	0%	11%	-22%
COc1ccc(Cn2c(O)c(C=Nc3ccccc3)c3ccccc3c2=O)cc1	-3	2%	14%	5%	2%	-15%	-3%	-4%	-19%
O=C(COC(=O)c1ccc2ccccc2n1)Nc1ncc(C(F)(F)F)cc1Cl	-1	-3%	-2%	-7%	-4%	6%	-3%	-11%	-14%
CCC1Sc2ccc(S(=O)(=O)Nc3cc(OC)cc(OC)c3)cc2NC1=O (stereo not drawn)	1	-4%	3%	-8%	-6%	-10%	-7%	-4%	-13%
CCCCNC(=O)c1ccc2c(c1)N=C(CC)c1ccccc1S2	-1	-9%	-6%	8%	u	-11%	-5%	-6%	6%
Cn1c(SCC(=O)N/N=C/C=C/c2ccccc2[N+](=O)[O-])nc2ccccc21	-9	6%	-1%	-28%	0%	3%	-2%	-3%	-17%
O=C(CN1C(=O)NC(Cc2ccccc2)C1=O)Nc1ccc(OC(F)F)cc1 (stereo not drawn)	-1	0%	3%	-7%	0%	5%	-4%	1%	-11%
CCCCCCC(=O)N/N=C/c1ccc(Br)cc1	2	-6%	-3%	-6%	-5%	8%	-1%	-6%	-22%
O=C(CSCc1ccccc1Br)NNC(=S)NCc1ccco1	5	-7%	-1%	u	0%	7%	-4%	1%	-20%

# This is a subset; rates above refer to the full screens.
